Screens from PubChem.
SRC2 inh – inhibits human steroid receptor coactivator 2. Q15596. HEK293 GAL4-SRC2 luciferase reporter, luminescence. inhibition, % at 9 µM. 370,000 compounds, 0.17% hits;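 active = inhibition above the mean inhibition of all tested compounds plus 3 SD, set per campaign, cut at about 52% in these data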;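 note: 0% = DMSO treated cells and 100% = cells given Gossypol at 36 µM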
MC4R barr agon – agonists of human melanocortin 4 receptor (MC4R) beta-arrestin | 360,000 compounds, 0.98% hits | U2OS MC4R beta-arrestin complementation, luminescence; percent of melanotan II response, DMSO zero | activation, % at 8.9 µM | P32245;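 active = activation above a per-plate cutoff, the mean activation of sample wells on that plate plus 3 SD, cut at about 8% in these data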
Target sequence (P32245 whole entry, looked up): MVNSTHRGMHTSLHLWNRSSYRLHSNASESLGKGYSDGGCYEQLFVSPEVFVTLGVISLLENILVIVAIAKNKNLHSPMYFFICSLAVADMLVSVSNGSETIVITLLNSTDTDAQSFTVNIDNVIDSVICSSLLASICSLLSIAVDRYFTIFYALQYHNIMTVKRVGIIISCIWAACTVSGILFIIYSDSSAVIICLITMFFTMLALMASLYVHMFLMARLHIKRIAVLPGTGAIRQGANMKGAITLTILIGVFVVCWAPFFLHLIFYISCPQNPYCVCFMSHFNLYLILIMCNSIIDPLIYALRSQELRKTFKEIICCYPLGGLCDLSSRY
MC4R antag cAMP – antagonists of human melanocortin 4 receptor (MC4R) | P32245 | MC4R-expressing cells, MTII-stimulated cAMP, LANCE TR-FRET | inhibition, % at 6.5 µM | 360,000 compounds, 0.48% hits | AID 540295;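 active = inhibition above its plate's cutoff, the mean of tested wells on that plate plus 3 SD, cut at about 29% in these data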;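 note: 0% = Melanotan II alone and 100% = Melanotan II plus saturating MCL0020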
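System: U2OS-MC4R stable cell line; Technique: Eu-cAMP/anti-cAMP TR-FRET, emission 671 nm; Repeats: single well per compound; Also added: Melanotan II; Dosing: one concentration, 6.5 µM nominal; Schedule: 30-min compound, 1-h challenge, 1-h detection, room temperature.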
Glyco luc inh – blocks N-linked glycosylation in D54 reporter cells | D54 ERlucT glycosylation luciferase reporter, 24 h; percent of 100 nM tunicamycin response | reporter increase, % at 12.5 µM | 360,000 compounds, 0.23% hits;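 active = mean luciferase reporter signal, scaled so untreated is 0 and the glycosylation-blocking control 100, at or above a set limit in every replicate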;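 note: luciferase carries N-glycosylation sites so blocking glycosylation raises the light; 0% = median of neutral control wells and 100% = median of 100 nM tunicamycin wells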
HTR2A ag – activates the mouse 5-HT2A serotonin receptor. activation, % at 7.6 µM. AID 624169. 360,000 compounds, 0.66% hits. P35363. CHO-K1 mHTR2A beta-arrestin complementation, luminescence; percent of 30 µM serotonin response;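 active = activation above a run cutoff, the mean activation of all tested compounds plus 3 SD, cut at about 14% in these data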;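 note: 0% = plate median of compound wells and 100% = 30 µM serotonin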
NOD2-RIPK2 inh – blocks binding of human NOD2 to RIPK2 | O43353 | CHO BLA complementation NOD2-RIPK2, CCF4 ratio | inhibition, % at 4.98 µM | 360,000 compounds, 0.38% hits | AID 624267; in the data active = inhibition above about 21%;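 note: 0% = vehicle only and 100% = reference blocker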
Target sequence (O43353 whole entry, looked up): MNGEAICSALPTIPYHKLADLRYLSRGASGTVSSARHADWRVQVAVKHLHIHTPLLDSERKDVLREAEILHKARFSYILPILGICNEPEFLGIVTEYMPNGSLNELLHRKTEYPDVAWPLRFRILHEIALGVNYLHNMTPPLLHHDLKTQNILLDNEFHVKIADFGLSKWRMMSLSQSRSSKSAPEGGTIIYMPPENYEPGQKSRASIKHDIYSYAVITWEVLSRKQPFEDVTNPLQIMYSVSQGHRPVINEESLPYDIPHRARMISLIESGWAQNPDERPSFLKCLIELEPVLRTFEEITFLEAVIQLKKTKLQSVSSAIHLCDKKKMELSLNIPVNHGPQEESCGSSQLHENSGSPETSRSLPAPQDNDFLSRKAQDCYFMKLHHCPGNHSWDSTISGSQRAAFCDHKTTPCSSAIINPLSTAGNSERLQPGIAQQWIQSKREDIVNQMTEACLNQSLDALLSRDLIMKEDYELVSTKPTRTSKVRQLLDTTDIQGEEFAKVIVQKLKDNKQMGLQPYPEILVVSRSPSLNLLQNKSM
ABHD5 PLIN5 PPI – inhibitors of human ABHD5-perilipin-5 interaction; Split G. princeps luciferase complementation, luminescence, 4 h; inhibition, % at 4 µM; 360,000 compounds, 0.78% hits;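 active = inhibition above the mean inhibition across every tested compound plus 3 SD, cut at about 22% in these data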;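 note: 0% = DMSO only wells and the 100% control is not disclosed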
TLR9-MyD88 inh – inhibitors of human TLR9-MyD88 binding; Q9NR96+Q99836; CHO BLA complementation TLR9-MyD88, CCF4 FRET ratio; inhibition, % at 4.98 µM; 340,000 compounds, 0.21% hits;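 active = inhibition above the mean over all tested compounds plus 3 SD, cut at about 21% in these data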;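 note: 0% = DMSO only wells and 100% = clavulanate BLA inhibitor control wells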
Cardio protect – modulators protecting cardiomyocytes from myocardial damage; AID 588492; H9c2 cardiomyocytes, H2O2 injury protection, ATPLite, 2 h; protection from H2O2 cell death, % at 20 µM; 360,000 compounds, 0.63% hits;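 active = compounds giving at least 50% protection of heart cells from peroxide-induced death in the single-dose screen, raw or plate-pattern-corrected value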;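 note: 0% = DMSO wells with peroxide and 100% = DMSO wells without peroxide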
ABCB6 inh 2 – human ABCB6 transporter inhibition. fluorescence ratio to DMSO, % at 10 µM. K562-ABCB6 porphyrin accumulation, flow cytometry, 1 h; active compounds read low. 360,000 compounds, 0.19% hits. Q9NP58. AID 602162;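 active = fluorescence ratio to DMSO below 75%, the collection mean minus 3 SD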;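 note: signal is porphyrin accumulated inside mitochondria; 100% equals median channel fluorescence of DMSO control wells; lower ratio means ABCB6 inhibition with less porphyrin fluorescence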
Numbers without * were called inactive; / = no result given. Some of the compounds tested; the hit share may differ from the screen's.

SMILES	SRC2 inh	MC4R barr agon	MC4R antag cAMP	Glyco luc inh	HTR2A ag	NOD2-RIPK2 inh	ABHD5 PLIN5 PPI	TLR9-MyD88 inh	Cardio protect	ABCB6 inh 2
Cc1cccc(NC(=O)C(C)C(=O)c2ccccc2)c1 (configuration not stated)	15	-1.0	12	-2	-1	-4	3	0	4	100
Cc1cc2c(NCc3ccccc3)ncnc2s1	29	0.7	-8	-4	7	-9	3	-1	-24	94
CN(CC(=O)Nc1ccc(F)cc1)C(=O)c1cc2c(s1)CCCCC2	-14	-4.2	-3	1	-5	-7	-3	-4	-4	97
OC[C@@H]1CN(CCc2ccccc2)C[C@H](n2cnc3c(N4CCOCC4)ncnc32)O1	1	-3.1	-9	3	0	-19	2	/	7	101
O=C(NCCS(=O)(=O)N1CCN(c2ccccc2F)CC1)c1ccc(Cl)cc1	1	-1.5	1	-1	-3	6	-1	0	-9	100
COc1ccc(NC(=O)CCSc2nc(C)cs2)cc1	-23	-0.5	5	-1	7	2	4	-2	-8	101
O=C(NC(=S)NNC(=O)c1cnccn1)c1ccc(F)cc1	4	-2.6	10	-7	-5	7	1	7	29	96
CCc1nnc(NC(=O)CSc2nnc(CNc3cccc(C)c3)n2-c2ccccc2)s1	-14	-1.4	13	-1	-7	-9	5	-7	6	97
O=C(NC(=O)N1CCCCCC1)c1ccc(Cl)cc1	-25	-0.4	-2	/	5	-3	-2	7	0	92
COC(=O)C1=C(N)OC2=C(C(=O)CC(C)(C)C2)C1c1cc2c(cc1Cl)OCO2 (configuration not stated)	0	0.1	-1	1	-5	5	-3	-1	4	95
COc1ccc(-c2nc3ccc(C)cn3c2Cc2ccccc2)cc1OC	-7	/	/	3	-4	2	4	/	10	105
Cc1cc(C)cc(NC(=O)C(NCCN2CCOCC2)c2ccccc2)c1 (configuration not stated)	-9	-1.3	-1	-2	-5	-1	-4	-3	3	99
O=C(NCC(=O)N1CCN(C(=O)c2ccco2)CC1)c1ccc(Cl)cc1	3	-2.0	14	1	-4	2	-1	2	4	98
CCCCOC(=O)C1=C(C)NC2=C(C(=O)CCC2)C1c1cc(OC)ccc1OC (configuration not stated)	-4	0.5	2	1	-1	-4	-1	0	1	95
O=c1oc2ccccc2cc1-c1cn2cccnc2n1	-50	0.6	-1	-12	10	-11	8	5	-5	96
CC(=O)NC(CC(=O)OCC(=O)Nc1cc(S(=O)(=O)N2CCCCC2)ccc1C)c1ccccc1 (configuration not stated)	-7	-3.6	0	1	-1	-2	-6	13	-5	99
Cc1cc(C)nc(N/N=C/c2cn[nH]c2-c2ccccc2)n1	-2	-1.8	2	0	-1	-7	-2	-3	1	98
[O-][N+](=Cc1ccccc1)CC1(O)CCCCC1	15	-1.2	-4	0	-4	-2	-3	-8	-5	96
Cc1nc(C)c(NC(=O)OC(C)C)cc1NC(=O)OC(C)C	3	0.9	5	0	8	1	10	11	1	90
CC(C)(C)C1CCc2sc(C(=O)NNC(=O)CCl)cc2C1 (configuration not stated)	-14	19*	11	2	0	-4	5	-9	2	98

Random excerpt: 3 compounds from above, in no set order.
SMILES	SRC2 inh	MC4R barr agon	MC4R antag cAMP	Glyco luc inh	HTR2A ag	NOD2-RIPK2 inh	ABHD5 PLIN5 PPI	TLR9-MyD88 inh	Cardio protect	ABCB6 inh 2
O=c1oc2ccccc2cc1-c1cn2cccnc2n1	-50	0.6	-1	-12	10	-11	8	5	-5	96
CCCCOC(=O)C1=C(C)NC2=C(C(=O)CCC2)C1c1cc(OC)ccc1OC (configuration not stated)	-4	0.5	2	1	-1	-4	-1	0	1	95
CC(=O)NC(CC(=O)OCC(=O)Nc1cc(S(=O)(=O)N2CCCCC2)ccc1C)c1ccccc1 (configuration not stated)	-7	-3.6	0	1	-1	-2	-6	13	-5	99

Next section.
SMILES	SRC2 inh	MC4R barr agon	MC4R antag cAMP	Glyco luc inh	HTR2A ag	NOD2-RIPK2 inh	ABHD5 PLIN5 PPI	TLR9-MyD88 inh	Cardio protect	ABCB6 inh 2
Cc1ccc(-n2nc3c(c2NC(=O)c2cccs2)CS(=O)(=O)C3)cc1	-17	-0.8	-2	2	2	-15	0	6	2	98
Cc1ccc(-c2csc(N(CCO)CCCn3c(C(F)(F)F)nc4ccccc43)n2)cc1	4	2.8	2	-3	3	10	-12	-9	-20	97
O=C(Nc1ccccc1Sc1ccccc1)c1ccccc1	4	0.6	3	-1	-4	-8	-4	3	-7	93
CCOC(=O)Cc1n[nH]c(=O)c2ccccc12	-24	-1.9	-3	3	5	-12	-3	-1	69*	98
CCc1nc2c(OC)cccn2c1N(C)C(=O)c1ccccc1F	-40	0.1	6	1	2	14	-3	/	9	102
Cc1[nH]n(C(N)=S)c(=O)c1N=Nc1cccc([N+](=O)[O-])c1C	/	-1.5	8	-2	6	-14	1	-1	-5	97
CC(=O)C[C@@H](O)CC(=O)[C@H]1OC(=O)[C@H](C)CCCCc2ccccc21	8	-0.3	5	-1	0	2	-7	9	4	100
Cc1ccc(-c2csc(/C=C3\SC(C)C(=O)N3CC(=O)Nc3ccccc3F)n2)cc1 (configuration not stated)	-16	-0.9	19	-5	1	-13	-1	-6	-16	105
COc1ccc(C(=O)OC(C)C(=O)Nc2cc(C(F)(F)F)ccc2Cl)c(OC)c1OC (configuration not stated)	22	-1.2	1	-3	0	-3	-10	3	-15	94
N=C1CCC(=N)c2c1c(O)c1ccccc1c2O	/	-2.5	21	8	3	2	-2	-3	-13	102
O=C(CNCc1ccco1)Nc1ccc(Oc2ccccc2)cc1	-16	-2.7	-3	-1	-2	8	1	9	-11	94
Cc1ccc(C)c(CSC2=NCCN2C(=O)c2cccs2)c1	6	2.7	1	-2	0	7	-2	-3	0	96
NS(=O)(=O)c1ccc(CCNc2ccn3nc(-c4cccc(C(F)(F)F)c4)cc3n2)cc1	22	7.3	22	-2	-5	3	-6	/	-6	92
CCOC1=C2[C@@H](CN(S(=O)(=O)c3ccc(C)cc3)[C@H]2c2ccccc2F)[C@H]2C(=O)N(CC)C(=O)[C@H]2C1	14	/	/	2	-2	1	-1	/	8	102
Cc1ccsc1C(=O)N1CCC(CO)(Cc2ccccc2)CC1	23	-3.6	-3	-4	0	0	-2	-3	6	88
CCOc1cc(/C=C/c2ccc3cccc([N+](=O)[O-])c3n2)ccc1OCC(=O)N(C)C	-12	3.4	3	-11	0	0	2	-15	57*	98
COc1ccccc1NC(=O)N(Cc1ccco1)Cc1cc2cc(C)cc(C)c2[nH]c1=O	-3	-0.7	-3	3	-3	-1	6	2	16	101
O=C(N[C@@H](c1ccccc1)[C@@H]1C[C@H]1C(=O)O)OCc1ccccc1	-24	0.7	7	4	-1	-11	-5	-18	10	97
O=c1cc(-c2ccc(O)cc2)oc2c([C@@H]3O[C@H](CO)[C@@H](O)[C@H](O)[C@H]3O)c(O)c([C@@H]3O[C@H](CO)[C@@H](O)[C@H](O)[C@H]3O)c(O)c12	-24	-0.3	-3	-1	1	-22	1	2	8	98
CCCCC(=O)Nc1ccc2c(c1)nc(CCNC(=O)c1ccco1)n2C	-39	-1.7	2	0	6	-7	8	6	5	101
CC(O)CNC12CC3CC(CC(C3)C1)C2 (configuration not stated)	2	-4.5	12	0	-5	7	3	-6	-9	102
CC(C)(C)Nc1nc(NN)nc(NC(C)(C)C)n1	-2	-2.2	4	-1	-8	1	-6	-8	17	107
COC(=O)c1ccccc1NS(=O)(=O)c1ccc(NC(C)=O)cc1	-38	-1.0	27	2	0	-4	2	-6	-3	101
CC1CCC2C(=O)N(c3ccc(S(=O)(=O)c4ccccc4)cc3)C(=O)C2C1 (configuration not stated)	1	-0.6	3	5	1	-1	-1	10	-2	99
CCc1ccccc1NC1Nc2cc(C)nn2S1 (configuration not stated)	-9	-3.4	-2	1	-6	-8	-7	-5	-10	96
O=C(Cc1ccc(-n2c(=O)c3sccc3n(CC(=O)Nc3ccccc3F)c2=O)cc1)NCc1ccco1	-22	1.3	-6	2	1	-13	5	1	1	107
Cc1ccc(-n2ncc3c(=O)n(CC(=O)NC4CCCCC4)cnc32)cc1C	-1	2.6	0	0	4	-17	3	11	5	94
O=c1cc(CSc2nc3ccccc3[nH]2)c2ccccc2[nH]1	-22	1.0	-10	3	-6	0	2	2	-1	105
CC(C)(C)c1cc(NC(=O)COc2ccc(Br)cc2)n(-c2ccccc2)n1	14	0.7	10	-3	-5	-4	-3	1	-7	88
O=C(NC(=S)Nc1ccc2[nH]ncc2c1)c1ccccc1	-15	-2.8	3	-1	-1	-13	-4	-4	14	102
CCOC(=O)CSc1ncnc2c1cnn2-c1ccc(C)cc1	0	4.8	12	-2	-3	0	-8	4	-12	97
C=CCn1c(=O)c2ccc(C(=O)NCc3ccccc3)cc2n(Cc2ccccc2Cl)c1=O	9	2.4	9	-1	8	2	7	1	-3	93
CN(C)c1ccc(NC(=S)c2ccccn2)cc1	51	-1.1	12	-20	-6	1	-7	3	-24	94
CCC(c1nnnn1-c1c(C)cccc1C)N1CCN(c2cccc(C(F)(F)F)n2)CC1 (configuration not stated)	-3	/	/	/	5	-10	-6	/	/	93
Cc1ccc(Cn2cccc(NC(=O)NCc3ccccc3)c2=O)cc1	17	0.4	11	-6	-2	-12	-2	-6	-3	98
Cc1ccc2c(c1)C1CN(C)CCC1N2S(=O)(=O)c1ccc(C#N)cc1 (configuration not stated)	15	-0.5	-4	0	-17	0	5	-6	6	90
CN(Cc1cnn(C)c1)C(=O)C1CCC(=O)N(Cc2ccc(Cl)cc2)C1 (configuration not stated)	-7	-0.5	0	0	-1	-11	3	-5	0	97
O=C(NCc1ccccc1)c1[nH]c(C(F)(F)F)nc1-c1ccccc1	1	/	/	-3	-4	3	0	/	-7	100
O=C(Nc1ccccc1Cl)C1CC(=O)N(c2ccccc2)C1 (configuration not stated)	-27	-0.9	12	2	-1	-6	-5	/	-1	98
O=C(CN1CCCCC1)N/N=C/c1ccc(Cl)cc1	3	-0.2	9	1	1	6	4	-7	-2	134
O=C(CSc1nnc(-c2ccccc2)o1)NC1CCS(=O)(=O)C1 (configuration not stated)	-7	-1.4	-3	0	1	-4	-2	1	10	102
COCCC(=O)N1CCC(Oc2ccc(C(=O)NCCc3ccccn3)cc2)CC1	18	-3.4	2	0	-3	-19	-2	2	-3	92
CCOc1ccc(-c2nnc(SCc3nnc(-c4ccccc4)o3)n2-c2ccccc2F)cc1	-14	-1.4	2	-7	0	9	-1	0	-16	93
Cc1ccc(C(=O)N2CCN(c3ccccc3)CC2)cc1C	-21	0.2	9	-2	4	3	-8	7	-1	101
COc1cccc(N2C(N)=NC(N)=NC2(C)C)c1	-38	-1.6	3	1	6	-10	-4	0	1	97
CCN(CC)CCCn1c(C)cc2c(c1=O)C(c1cc(OC)c(OC)cc1OC)C(C#N)=C(N)O2 (configuration not stated)	-2	-1.1	2	3	-1	1	-2	-3	-5	86
CCOC(=O)N1CCN(S(=O)(=O)c2cc(Br)cc3c2N(C(C)=O)C(C)C3)CC1 (configuration not stated)	11	-0.9	9	-2	-6	-1	4	-1	7	102
